Bioassay records (PubChem BioAssay)
CRFR2-BP antag – antagonists of CRF-binding protein/CRF-R2 receptor complex | AID 588475 | inhibition, % at 11.8 µM | 350,000 compounds, 0.59% hits | HEK293 CRF-R2/CRF-BP, CRF-induced calcium fluorescence;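 active = inhibition of the ligand-induced calcium signal above about 50% at the single tested concentration, limit read from the data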
CHRM5 PAM – CHRM5 positive allosteric modulation; AID 624038; CHO-K1 hM5, Fluo-8 calcium, ACh EC20 PAM; 0% = ACh EC20, 100% = ACh EC100; P08912; 360,000 compounds, 0.3% hits; activation, % at 3 µM;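 active = activation above the run cutoff, the mean activation of all test compounds plus 3 SD, cut at about 18% in these data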
Target sequence (P08912 whole entry, looked up): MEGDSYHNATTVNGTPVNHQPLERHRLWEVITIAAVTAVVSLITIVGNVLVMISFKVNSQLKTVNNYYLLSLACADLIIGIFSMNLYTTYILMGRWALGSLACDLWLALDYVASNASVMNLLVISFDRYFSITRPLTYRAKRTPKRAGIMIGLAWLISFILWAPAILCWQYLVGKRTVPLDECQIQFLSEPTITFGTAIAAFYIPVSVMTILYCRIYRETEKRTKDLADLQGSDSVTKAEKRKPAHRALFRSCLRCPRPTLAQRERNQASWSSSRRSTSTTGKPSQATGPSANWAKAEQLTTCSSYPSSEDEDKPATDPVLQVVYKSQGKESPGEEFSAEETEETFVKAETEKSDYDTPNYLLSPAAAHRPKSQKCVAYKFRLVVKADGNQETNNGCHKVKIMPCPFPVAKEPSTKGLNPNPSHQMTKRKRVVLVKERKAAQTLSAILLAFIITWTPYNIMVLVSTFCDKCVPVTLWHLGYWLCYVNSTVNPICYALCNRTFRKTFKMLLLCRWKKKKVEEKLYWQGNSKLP
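Assay system: CHO-K1 hM5 cells / Incubation: Fluo-8 loading 80 min at 37 °C plus 30 min room temperature / Technique: Fluo-8 calcium dye fluorescence, kinetic read / Repeats: single replicate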
M4 antag – antagonists of human muscarinic M4 receptor (CHRM4) | P08173 | CHO-hM4 cells, ACh EC80, Fluo-8 calcium fluorescence | inhibition, % at 3 µM | 360,000 compounds, 0.73% hits;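 active = inhibition above its plate's cutoff, the mean inhibition of sample wells plus 3 SD, cut at about 27% in these data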;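 note: 0% = acetylcholine EC80 with DMSO and 100% = DMSO without agonist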
Target sequence (P08173 whole entry, looked up): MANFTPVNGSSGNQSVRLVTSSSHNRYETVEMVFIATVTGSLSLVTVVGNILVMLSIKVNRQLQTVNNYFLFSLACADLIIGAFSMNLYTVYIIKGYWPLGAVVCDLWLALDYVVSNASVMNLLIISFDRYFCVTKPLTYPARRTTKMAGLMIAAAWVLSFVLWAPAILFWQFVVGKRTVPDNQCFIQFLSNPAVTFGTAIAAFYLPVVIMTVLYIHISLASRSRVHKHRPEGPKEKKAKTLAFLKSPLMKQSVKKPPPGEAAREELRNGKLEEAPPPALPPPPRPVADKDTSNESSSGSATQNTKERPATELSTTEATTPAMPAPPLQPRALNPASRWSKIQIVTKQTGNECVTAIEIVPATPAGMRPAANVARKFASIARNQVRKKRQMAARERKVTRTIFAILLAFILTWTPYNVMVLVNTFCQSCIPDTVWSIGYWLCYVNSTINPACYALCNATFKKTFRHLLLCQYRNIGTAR
CHRM5 antagonist – CHRM5 antagonism in calcium assay | P08912 | CHO-hM5 cells, Fluo-8 calcium fluorescence, ACh EC80 | inhibition, % at 3 µM | 360,000 compounds, 0.59% hits;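 active = inhibition above a per-plate cutoff, the mean of that plate's test compounds plus 3 SD, cut at about 27% in these data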;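 note: 0% = acetylcholine EC80 with DMSO and 100% = DMSO without agonist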
CHRM4 agonist – CHRM4 agonism in calcium assay; P08173; CHO-K1 hM4/Gqi5, Fluo-8 calcium fluorescence; vehicle 0%, full acetylcholine response 100%; activation, % at 3 µM; 360,000 compounds, 0.14% hits;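 active = activation above the run mean over all test wells plus 3 SD, cut at about 32% in these data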;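 note: peak over basal fluorescence ratio per well then scaled between controls; 0% = DMSO wells and 100% = acetylcholine at EC100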
CRFR2-BP ag – CRF-BP/CRF-R2 complex agonism; HEK293 CRF-R2/CRF-BP, calcium dye fluorescence (FLIPR); percent of saturating CRF peptide response; activation, % at 13.2 µM; 350,000 compounds, 0.46% hits; AID 588473;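 active = activation of at least 50%, plus an integration ratio under a set limit after plate pattern correction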;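 note: plate controls were neutral control wells without compound for no effect and CRF at EC100 for full effect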
CHRM4 PAM – potentiates acetylcholine response at human M4 receptor | P08173 | CHO-K1 hM4/Gqi5, Fluo-8 calcium fluorescence, ACh EC20; 0% = ACh EC20, 100% = maximal ACh | activation, % at 3 µM | 360,000 compounds, 0.4% hits | AID 624126;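 active = activation above its plate's cutoff, the mean activation of sample wells plus 3 SD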; note: some results filed as inactive read as strong as hits
IDE inh – cellular human IDE inhibition | HEK cells, FAbetaB cleavage, fluorescence polarization | inhibition, % at 5.59 µM | 320,000 compounds, 0.41% hits;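 active = percent inhibition above the average of all tested compounds plus 3 SD, set per screening campaign, cut at about 16% in these data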;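 note: IDE supplied by intact live HEK cells; FP after avidin binding of uncleaved biotin substrate so inhibition keeps polarization high; 0% = DMSO wells and 100% = 60 µM reference IDE inhibitor Ii1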
M5 ag – CHRM5 agonism in calcium assay; P08912; CHO-K1 hM5 cells, Fluo-8 calcium fluorescence; 0% DMSO wells, 100% maximal acetylcholine response; activation, % at 3 µM; 360,000 compounds, 0.19% hits; AID 624037;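 active = activation above the run's mean over test compounds plus 3 SD, cut at about 23% in these data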;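 note: signal is peak over basal fluorescence ratio across the kinetic read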
* = called active by the depositor; / = no result given.

1. O=[N+]([O-])c1ccc(Cl)c(S(=O)(=O)NC2=NCCC2)c1
2. COc1cc(OC)cc(C(=O)NNC(=O)CCc2ccccc2)c1
3. O=C1c2ccccc2NC(c2ccc(-c3ccc(C(F)(F)F)cc3)o2)N1O (configuration not stated)
4. CC(=O)c1cc(CN2CCN(CC=C(C)C)C(CCO)C2)cs1 (configuration not stated)
5. CCCCn1c(CNC(=O)c2cccs2)nc2ccccc21
6. COc1ccc(CCNC(=O)c2ccc(CS(=O)(=O)c3ccc(Br)cc3)o2)cc1OC
7. COc1ccccc1N1CCN(CC(=O)Nc2ccccc2C(=O)NC(C)c2ccccc2)CC1 (configuration not stated)
8. COC(=O)C1=CN(c2cccc(OCc3ccccc3)c2)C(N)=C(C#N)C1c1cccc(F)c1 (configuration not stated)

Screen / compound no.	1	2	3	4	5	6	7	8
CHRM4 PAM	3	2	2	0	5	-18	-11	0
IDE inh	/	1	1	2	6	4	2	/
M5 ag	1	0	3	-4	1	7	12	1
CHRM4 agonist	1	2	0	1	5	19	23	2
CHRM5 PAM	7	-5	12	8	-8	-19	-32	-4
CRFR2-BP antag	13	27	0	-2	-13	3	0	/
CHRM5 antagonist	-3	7	5	11	1	10	18	8
CRFR2-BP ag	-1.5	-1.5	-0.8	0.0	-6.0	-3.3	-0.7	/
M4 antag	1	-3	-2	-3	-15	-8	19	3

9. COc1ccc(CC(=O)Nc2cc(Cl)ccc2O)cc1
10. CC(=O)c1ccc(N2CCN(C(=O)c3ccc(OCc4c(C)noc4C)cc3)CC2)cc1
11. Cc1ccc(S(=O)(=O)N(C)CCCC(=O)N2CCN(C=O)CC2)cc1
12. CCC(CC)=N/N=C/c1c(O)n(CC)c2cc(C3=NNC(=O)CC3)ccc12
13. O=c1nc2c(-c3cccc(Br)c3)n[nH]n2c2ccccc12
14. CCCCCCCCCS(=O)(=O)Nc1cc(C)ccn1
15. CNc1c2cccc(C)c2nc2c(C(=O)NCCN(C)C)cccc12
16. CC1CC(=O)N(CC(=O)NCc2ccco2)c2ccccc2S1 (configuration not stated)

Screen / compound no.	9	10	11	12	13	14	15	16
CHRM4 PAM	0	-1	0	0	3	0	-2	0
IDE inh	2	7	0	-3	-4	6	/	-3
M5 ag	2	-4	2	-2	1	-3	-5	-4
CHRM4 agonist	9	8	1	0	1	1	1	0
CHRM5 PAM	-15	-20	-3	-3	0	0	4	0
CRFR2-BP antag	10	7	9	-4	3	5	4	-16
CHRM5 antagonist	5	4	-2	1	-7	15	-8	5
CRFR2-BP ag	2.4	0.2	-2.8	-2.9	1.2	4.9	54*	-2.3
M4 antag	-16	-6	0	-1	-4	2	-9	10

17. CSc1sccc1/C=N/NC(=O)c1ccncc1
18. CCN1CCN(Cc2ccc(NC(=O)Nc3ccc(SC)cc3)cc2)CC1
19. COc1ccccc1NC(=O)COn1nnc2ccc(S(=O)(=O)N3CCOCC3)cc21
20. COc1ccccc1N1CCN(CCN2C(=O)C3CCCCN3C2=O)CC1 (configuration not stated)
21. Cc1nc2c(ccc3nc(NC(=O)c4ccc(S(=O)(=O)N(C)C)cc4)sc32)s1
22. CCCc1ccc(C(=O)[C@@H]2[C@@H](C(C)=O)N3c4ccc(F)cc4C=C[C@@H]3[C@@]23C(=O)Nc2ccccc23)cc1
23. C1=CCC(CN2CCNCC2)CC1 (configuration not stated)
24. COc1ccc(CSC2=CS(=O)(=O)c3ccccc3N2)cc1

Screen / compound no.	17	18	19	20	21	22	23	24
CHRM4 PAM	1	1	3	-6	-1	6	-4	-9
IDE inh	1	3	7	-6	3	7	6	1
M5 ag	-1	-8	-1	-11	1	14	-2	4
CHRM4 agonist	1	5	4	0	2	/	1	5
CHRM5 PAM	-2	-1	-2	-4	11	25*	1	4
CRFR2-BP antag	12	-14	28	12	-1	-4	-4	-12
CHRM5 antagonist	3	6	-3	6	-17	-18	2	-6
CRFR2-BP ag	0.0	2.9	-1.2	0.4	-1.8	0.2	-0.9	-2.0
M4 antag	-6	-2	-3	9	1	-6	13	-8

25. O=c1[nH]c(N2CCc3ccccc3C2)nc2c1CCC2
26. Cc1ccc(OCc2ccc(C(=O)NN)o2)cc1C
27. CCN(CC)C(=O)c1cccc(-c2csc(C(C)(O)c3ccncc3)n2)c1 (configuration not stated)
28. O=C(Nc1cccc(S(=O)(=O)N2CCCCC2)c1)C1CCCC1
29. CNc1ccc(Br)cc(C(=O)/C=C/c2cccc(OC)c2)c1=O
30. NCc1nc(-c2ccc(Cl)cc2)no1
31. O=C(COC(=O)c1ccccc1O)Nc1cc([N+](=O)[O-])ccc1Cl
32. C[C@H](NC(=O)c1[nH]cnc1C(=O)Nc1ccc(CNC(=O)OC(C)(C)C)cc1)C(=O)OCc1ccccc1

Screen / compound no.	25	26	27	28	29	30	31	32
CHRM4 PAM	8	-2	-12	2	8	2	16	0
IDE inh	3	8	/	2	3	1	-3	0
M5 ag	3	3	9	1	2	1	-2	3
CHRM4 agonist	-1	0	22	4	2	2	0	5
CHRM5 PAM	2	9	-16	-6	-9	8	-10	-7
CRFR2-BP antag	-13	-8	/	-5	2	16	-17	1
CHRM5 antagonist	3	-15	8	9	17	-8	15	8
CRFR2-BP ag	0.0	-2.6	/	0.2	7.3	-1.0	-6.9	0.4
M4 antag	-3	0	-2	3	12	-8	-4	2

33. COc1ccc(C)c(NC(=O)C2CC(=O)NC3=C2C(=O)CCC3)c1 (configuration not stated)
34. CC(C)CN1C(=O)c2ccc(NC(=O)c3ccccc3F)cc2C1=O
35. Cc1ccc2[nH]c(=O)c(CN(Cc3cccnc3)Cc3nnnn3CCN3CCOCC3)cc2c1
36. O=C(CCC(=O)OCc1cccc([N+](=O)[O-])c1)Nc1ccc(F)cc1
37. N#Cc1nc(-c2ccccc2F)oc1N1CCCCC1
38. Cc1ccc(S(C)(=O)=O)cc1S(=O)(=O)Nc1cccc(Cl)c1
39. C/C=C(\C)C(=O)OC(C)(C)[C@H]1Cc2cc3ccc(=O)oc3cc2O1
40. COc1cc(/C=N/NC(=O)/C(=C\c2ccc([N+](=O)[O-])cc2)NC(=O)c2ccccc2)cc(OC)c1O

Screen / compound no.	33	34	35	36	37	38	39	40
CHRM4 PAM	-3	9	-7	12	-9	0	-5	6
IDE inh	-21	6	-6	-3	-4	1	-2	9
M5 ag	1	-2	-7	-6	-4	2	-6	1
CHRM4 agonist	1	0	1	1	0	1	0	-1
CHRM5 PAM	-1	2	-3	3	-6	-4	-7	4
CRFR2-BP antag	-18	-52	11	8	-2	20	12	12
CHRM5 antagonist	4	7	7	2	6	2	12	2
CRFR2-BP ag	2.5	0.1	-1.4	-1.5	-3.4	0.2	-3.4	5.8
M4 antag	-9	0	11	-15	-1	-3	1	6

41. CCOC(=O)N1CCN(C(=O)CSc2ncccn2)CC1
42. O=C(C1CCCO1)N1CCN(C(=S)Nc2ccc(F)cc2)CC1 (configuration not stated)
43. C[C@H](O)[C@@H]1CN2CCc3c([nH]c4ccccc34)[C@@H]2C[C@@H]1N(C)C(=O)Nc1ccc(F)cc1
44. O=C(O)C(Cc1c[nH]c2ccccc12)N1C(=O)C2C3c4ccccc4C(c4ccccc43)C2C1=O (configuration not stated)
45. CC(=O)Nc1ccc2nc(NC(=O)CS(=O)(=O)c3ccc(F)cc3)sc2c1
46. C=CCOc1ccc(/C=N/n2nnnc2N)cc1OC
47. Cc1ccc(S(=O)(=O)N2CCOCC2)cc1C(=O)N1CCCCCC1
48. COc1ccc(CNCCC2(Cc3ccccc3)CC(C)N(C)CC2C)cc1OC (configuration not stated)

Screen / compound no.	41	42	43	44	45	46	47	48
CHRM4 PAM	10	-1	-4	4	5	-4	-4	-2
IDE inh	3	1	/	-1	/	-4	2	1
M5 ag	0	-3	-1	-1	-1	3	-5	-13
CHRM4 agonist	0	0	0	0	3	0	0	0
CHRM5 PAM	1	4	-3	0	-7	-3	-3	-1
CRFR2-BP antag	-11	17	-4	-6	-1	1	-8	13
CHRM5 antagonist	-7	-3	2	-6	3	8	10	16
CRFR2-BP ag	3.1	-4.2	2.2	-1.0	-1.9	-4.3	-2.3	-0.5
M4 antag	1	7	1	-1	-19	2	4	6

49. CCOC(=O)N/N=C(/C)c1ccc([N+](=O)[O-])o1
50. O=C(c1cccs1)N1CCC(c2nc3c(nnn3Cc3c(Cl)cccc3Cl)c(=O)[nH]2)CC1
51. Cc1c(C(=O)NCCN2CCCC(O)C2)oc2c(F)cccc12 (configuration not stated)
52. CCc1ccc(C(=O)COC(=O)CNC(=O)CNC(=O)Cc2ccccc2)cc1
53. COc1ccccc1C(=O)Nc1c(-c2ccccc2)nc2ccccn12
54. CSc1ncccc1C(=O)Nc1cccc(C)n1
55. CC(C(=O)O)C(=O)O
56. COc1ccc(CCN2C(=O)CC(C(N)=O)SC2=Nc2ccccc2)cc1OC (configuration not stated)

Screen / compound no.	49	50	51	52	53	54	55	56
CHRM4 PAM	3	-1	6	-1	-4	-4	2	-5
IDE inh	0	2	1	6	5	10	1	7
M5 ag	0	-1	-3	-2	2	-1	1	1
CHRM4 agonist	0	0	1	0	9	0	0	2
CHRM5 PAM	4	-2	1	-1	-5	-10	-1	-5
CRFR2-BP antag	/	-21	3	2	0	26	-18	26
CHRM5 antagonist	3	8	-6	2	3	3	0	-4
CRFR2-BP ag	/	1.4	-1.1	0.5	0.4	0.6	0.8	-2.5
M4 antag	4	6	-1	13	-8	-4	0	11

57. Cc1noc(C)c1COC(=O)c1cccc(S(=O)(=O)N2c3ccccc3CC2C)c1 (configuration not stated)
58. COc1ccc(C(=O)/C=C/c2ccccc2)c(O)c1
59. CCCCCCCCCCCCN1C/C(=C\C(=O)OCC)c2cc(C(F)(F)F)ccc2S1(=O)=O
60. CCOc1cc(/C=N/N=C/c2ccc(O)c(OCC)c2)ccc1O

Screen / compound no.	57	58	59	60
CHRM4 PAM	-11	3	4	-3
IDE inh	2	8	-1	-1
M5 ag	-11	0	1	-2
CHRM4 agonist	6	1	0	10
CHRM5 PAM	-34	-4	-2	-6
CRFR2-BP antag	56*	12	-2	20
CHRM5 antagonist	14	0	7	6
CRFR2-BP ag	18	-2.7	3.6	-0.7
M4 antag	10	-5	-3	7
